# Bioassay records deposited in PubChem by The Scripps Research Institute Molecular Screening Center.
# OX1R antag-1: antagonists of human orexin 1 receptor (OX1R) | Orexin/Hypocretin receptor type 1 (Homo sapiens), O43613 | OX1R-expressing cells, FRET antagonist read-out | inhibition, % at 6.6 µM | actives 1.8% (n = 330,000) | AID 485270, 2010; in the data active means inhibition mostly above about 38%, no sharp cut-off; inactive means mostly below about 40%;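 further: 0% = agonist challenge alone and 100% = reference antagonist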
# Target sequence (O43613 whole entry, looked up): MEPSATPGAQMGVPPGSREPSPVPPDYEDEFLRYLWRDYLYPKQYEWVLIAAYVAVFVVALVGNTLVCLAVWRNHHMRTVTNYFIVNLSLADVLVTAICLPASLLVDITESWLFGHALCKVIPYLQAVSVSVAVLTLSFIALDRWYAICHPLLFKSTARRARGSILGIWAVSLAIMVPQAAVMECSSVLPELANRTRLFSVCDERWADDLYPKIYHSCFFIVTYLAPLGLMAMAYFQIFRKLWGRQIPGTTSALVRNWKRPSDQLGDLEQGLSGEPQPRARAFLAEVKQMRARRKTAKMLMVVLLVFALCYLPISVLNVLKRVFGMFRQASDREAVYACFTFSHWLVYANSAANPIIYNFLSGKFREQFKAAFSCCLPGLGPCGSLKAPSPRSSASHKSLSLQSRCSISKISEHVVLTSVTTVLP
# OX1R antag-2: OX1R (HCRTR1) antagonists, primary screen, fluorescence, CHO/OX1R cells, Fluo-8 calcium, orexin A; Fluo-8 calcium fluorescence; inhibition, % at 5 µM; actives 0.43% (n = 330,000); AID 434989, 2010;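 active means inhibition above its plate's threshold, mean inhibition of all tested compounds on the plate plus 3 SD, cut at about 37% in these data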;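 further: 0% = orexin A challenge wells and 100% = SB-334867-A antagonist wells; not every result past the cut was called active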
# The depositor's hits bear a star.
canonical_smiles	OX1R antag-1	OX1R antag-2
COc1ccc(S(=O)(=O)Cc2ccc(C(=O)N3CCN(c4cccc(C)c4C)CC3)o2)cc1	11	7
CCCOc1ccc(-c2c(C(=O)N/N=C/c3ccccc3)nnn2-c2nonc2N)cc1	13	-19
CC(=O)c1ccc(NC(=O)C2CCC(C)(C(=O)O)C2(C)C)cc1 (stereo unspecified)	7	3
Cc1nc(-c2ccccc2)cc(N2CCCC2)n1	8	-5
CC1CCN(C(=O)c2ccc(NS(=O)(=O)c3ccc4[nH]c(=O)[nH]c4c3)cc2)CC1	12	0
CCCn1cnc2c(=S)nc(N)[nH]c21	8	-1
COc1cc(OC)c(NC2=NCCCCC2)cc1Cl	4	3
Cc1cccc([C@@H]2[C@@H]3C(=O)N(Cc4ccccc4)C(=O)[C@@H]3[C@]3(Cc4ccc(Cl)cc4)C(=O)N(c4cccc(Cl)c4)C(=O)N23)c1	30	-16
CCOC(=O)[C@H]1[C@H]2COc3ccc(OC)cc3[C@@H]2N2C(=O)CN(Cc3ccc(C)cc3)C(=O)[C@@]12C	6	-40
CCN(CCCNC(=O)C1CCC(=O)N1C(C)C)c1cccc(C)c1 (stereo unspecified)	9	-10
Cc1cc(C)n(CC(O)COc2ccc3ccccc3c2)n1 (stereo unspecified)	23	3
O=C(Nc1ccc(C(F)(F)F)cc1)c1cc(S(=O)(=O)NCC2COc3ccccc3O2)ccc1F (stereo unspecified)	6	0
O=[N+]([O-])c1ccccc1N/N=C/c1cccc(O)c1O	34	-12
O=C(NCc1ccccc1)C1CCN(C(=O)NCc2ccccc2)CC1	10	3
O=C(Nc1nccs1)c1ccc(N2CCOCC2)c([N+](=O)[O-])c1	30	-17

# Continued:
canonical_smiles	OX1R antag-1	OX1R antag-2
NC(=S)N/N=C\c1c(OCc2ccccc2Cl)ccc2ccccc12	6	13
CN(C)/C=C1/C=C(C=O)OC1=O	24	-13
COc1ccccc1C(=O)NNC(=O)C(=O)Nc1ccc(C)c(Cl)c1	22	31
O=C(CNc1cccc(C(F)(F)F)c1)N/N=C/C1CCCCC1	17	-20
O=C(c1cc(-c2cccc(O)c2)on1)N1CCCCCC1	19	-5
O=C1/C(=C/c2ccc(O)cc2)COc2ccccc21	7	-8
CC(=O)Nc1ccc2nc(NC(=O)COc3ccc(C)cc3)sc2c1	31	-20
Cc1ccccc1OCC(=O)NNC(=O)C1CCCCC1C(=O)O (stereo unspecified)	12	-16
CCOc1cc(N2CCOCC2)c(OCC)cc1NCC(=O)N1CCN(Cc2ccccc2)CC1	30	-20
CCCCOC(=O)c1ccc(NC(=O)c2ccoc2C)cc1	16	-5
Cc1ccc(C(C(=O)NCc2ccccc2)N(C(=O)c2csnn2)C2CC2)cc1 (stereo unspecified)	6	-27
O=C(NNC(=O)C1[C@H]2CCCC[C@@H]12)c1ccc(=O)oc1 (stereo partly specified)	26	-2
CCCn1nnnc1NCc1cc(Br)ccc1OC	8	-22
Cc1cc([N+](=O)[O-])ccc1NC(=O)C1CCCO1 (stereo unspecified)	34	-7
O=C(Cn1c(=O)cnc2ccccc21)N1CCN(S(=O)(=O)c2ccc(F)cc2)CC1	15	-28

# Going on with the list.
canonical_smiles	OX1R antag-1	OX1R antag-2
N/C(=N\N=C\c1cccc([N+](=O)[O-])c1)c1nonc1N	22	-22
Cc1cccc(N2CCN(C(=O)COc3ccc4c(C)cc(=O)oc4c3C)CC2)c1C	16	-24
O=C(CN1CCCCC1)NNC(=O)c1cccc(Br)c1	7	-2
COc1ccc(O)c(C(=O)c2cc(C(=O)NCCc3ccccc3)c(=O)n(CCc3ccccc3)c2)c1	37	-4
Cc1ccc(C)c(-n2c(-c3ccncc3)n[nH]c2=S)c1	5	-12
COc1ccc(NC(=O)CCCn2cnc3ccccc3c2=O)c(OC)c1	3	1
CC(C)CCn1c(O)c(N=NC(=O)Cn2ccc(C(F)(F)F)n2)c2ccccc21	14	-14
CCC(C)[C@H](NC(=O)NCc1cccnc1)C(=O)OC (stereo partly specified)	12	-13
COc1ccc(-c2nc(CN3CCCCC3c3nccn3C)c(C)o2)c(C)c1C (stereo unspecified)	13	-42
COc1ccc(NC(=O)c2ccc(Br)c(S(=O)(=O)N3CCOCC3)c2)cc1	34	-24
O=C1NC2(CCCC2)N=C1c1ccc(F)cc1	2	-23
CCOC(=O)C1(CCCc2ccccc2)CCN(C(=O)c2cc(C)nc(C)n2)CC1	22	-15
CSC(=S)N/N=C(\C)c1ccccc1	4	-7
Cc1ccc(OCCOCCN(C)C)c(Cl)c1	19	12
COc1ccc2[nH]c(=O)c(CN(CCN3CCCC3)C(=O)Nc3ccccc3Cl)cc2c1	22	-30

# Of the compounds above, 4 contain a nitro group on carbon.
canonical_smiles	OX1R antag-1	OX1R antag-2
O=[N+]([O-])c1ccccc1N/N=C/c1cccc(O)c1O	34	-12
O=C(Nc1nccs1)c1ccc(N2CCOCC2)c([N+](=O)[O-])c1	30	-17
Cc1cc([N+](=O)[O-])ccc1NC(=O)C1CCCO1 (stereo unspecified)	34	-7
N/C(=N\N=C\c1cccc([N+](=O)[O-])c1)c1nonc1N	22	-22

# By substructure, the compounds so far containing a COOH group.
canonical_smiles	OX1R antag-1	OX1R antag-2
CC(=O)c1ccc(NC(=O)C2CCC(C)(C(=O)O)C2(C)C)cc1 (stereo unspecified)	7	3
Cc1ccccc1OCC(=O)NNC(=O)C1CCCCC1C(=O)O (stereo unspecified)	12	-16

# (further entries)
canonical_smiles	OX1R antag-1	OX1R antag-2
CC(=O)OC(C(=O)NCc1ccco1)c1cccnc1 (stereo unspecified)	11	-11
CC(=O)n1nc(-c2ccc(Cl)cc2)nc1NCc1ccco1	12	-4
CCOC(=O)COc1ccc(Br)cc1/C=C\c1[nH]c(=O)[nH]c(=O)c1[N+](=O)[O-]	14	-20
CC(=O)N/C(=C/C(C)C)c1ccccc1	-4	-2
Cc1ccc(C(C)C)c(OCc2nc(-c3nonc3N)no2)c1	8	-17
O=C(Cc1ccccc1)Nc1ccc(C(=O)Nc2ccccc2C(=O)O)cc1	40	0
COc1ccc(CCNc2nc(C)cc(C)n2)cc1OC	3	-19
CNc1nc(OC)nc(N(C#N)CN2C(=O)c3ccccc3S2(=O)=O)n1	7	-17
O=C(C[n+]1cccc(CNC(=O)c2ccc(OC(F)F)cc2)c1)c1ccccc1	18	-6
CN(CCCNC(=O)CCCOc1cc(=O)n(C)c2ccccc12)Cc1ccccc1	7	-29
O=C(COC(=O)c1ccc(O)cc1)NCC1CCCO1 (stereo unspecified)	4	-14
Cc1ccc(NC(=O)CCC(=O)N/N=C/c2cc([N+](=O)[O-])ccc2O)cc1	8	-7
C=C(C)CN1C(=O)c2ccccc2C1=O	-4	-3
CC[C@]12c3[nH]c4ccccc4c3CCN1C(=O)C(CC(=O)NC(C)(C)C)C[C@@H]2C(=O)N1CCN(C(=O)C2CC2)CC1 (stereo partly specified)	1	-14
CC1CCN(C(=O)c2[nH]cnc2C(=O)NCCCCCNC(=O)OC(C)(C)C)CC1	7	-2

# Carrying on:
canonical_smiles	OX1R antag-1	OX1R antag-2
COc1cc(NC(=O)CCCNC(=O)c2ccc(Cl)cc2)cc(OC)c1OC	-2	-12
CC(=O)Nc1ccc(NC(=O)C/C(C)=N/NC(=O)COc2cc(C)c(Br)cc2Br)cc1	9	-16
CC(C)N(C(=O)[C@H]1C[C@H](CC(=O)NCC23CC4CC(CC(C4)C2)C3)C(=O)N2CCc3c([nH]c4cc(-c5ccco5)ccc34)[C@]12C)C(C)C	9	-20
COC(=O)CSc1nnc(-c2ccco2)o1	14	-10
COc1ccc(S(=O)(=O)N2CCN(Cc3ccc4c(c3)OCO4)CC2)cc1F	19	-36
O=C1NCCN(Cc2ccoc2)C1CC(=O)N(Cc1ccccc1)CC1CCC1 (stereo unspecified)	10	-24
COc1cccc(/C=C2\Sc3ccc(C(=O)NCc4cccnc4)cc3N(C)C2=O)c1	7	-25

# Single entries from the entries so far.
# Reading for COc1ccc(S(=O)(=O)N2CCN(Cc3ccc4c(c3)OCO4)CC2)cc1F in OX1R antag-2: -36
# Reading for CC(C)N(C(=O)[C@H]1C[C@H](CC(=O)NCC23CC4CC(CC(C4)C2)C3)C(=O)N2CCc3c([nH]c4cc(-c5ccco5)ccc34)[C@]12C)C(C)C in OX1R antag-1: 9
# Reading for CC(=O)Nc1ccc(NC(=O)C/C(C)=N/NC(=O)COc2cc(C)c(Br)cc2Br)cc1 in OX1R antag-2: -16
# Reading for COC(=O)CSc1nnc(-c2ccco2)o1 in OX1R antag-2: -10
# Reading for COc1cc(NC(=O)CCCNC(=O)c2ccc(Cl)cc2)cc(OC)c1OC in OX1R antag-1: -2
# Reading for O=C1NCCN(Cc2ccoc2)C1CC(=O)N(Cc1ccccc1)CC1CCC1 (stereo unspecified) in OX1R antag-2: -24
# Reading for COc1cccc(/C=C2\Sc3ccc(C(=O)NCc4cccnc4)cc3N(C)C2=O)c1 in OX1R antag-1: 7

# Shown with values ahead of the structure: seven of the compounds above
OX1R antag-1 | OX1R antag-2 | molecule
-2 | -12 | COc1cc(NC(=O)CCCNC(=O)c2ccc(Cl)cc2)cc(OC)c1OC
9 | -16 | CC(=O)Nc1ccc(NC(=O)C/C(C)=N/NC(=O)COc2cc(C)c(Br)cc2Br)cc1
9 | -20 | CC(C)N(C(=O)[C@H]1C[C@H](CC(=O)NCC23CC4CC(CC(C4)C2)C3)C(=O)N2CCc3c([nH]c4cc(-c5ccco5)ccc34)[C@]12C)C(C)C
14 | -10 | COC(=O)CSc1nnc(-c2ccco2)o1
19 | -36 | COc1ccc(S(=O)(=O)N2CCN(Cc3ccc4c(c3)OCO4)CC2)cc1F
10 | -24 | O=C1NCCN(Cc2ccoc2)C1CC(=O)N(Cc1ccccc1)CC1CCC1 (stereo unspecified)
7 | -25 | COc1cccc(/C=C2\Sc3ccc(C(=O)NCc4cccnc4)cc3N(C)C2=O)c1
